# GIRK2 act – Activates human GIRK2-containing potassium channels; P48051; HEK293 GIRK2/NPY4 cells, thallium flux fluorescence; activation (% efficacy), % for hits at 37.5 µM; 34,000 tested, under 10 active;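 active = primary screen hit, no activity in plain HEK293 cells, and in GIRK2-only cells above 5% efficacy rising with concentration; inactive = the rest, including fluorescent compounds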;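 note: efficacy is normalized control-subtracted fluorescence 15 s after thallium addition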
# Target sequence (P48051 whole entry, looked up): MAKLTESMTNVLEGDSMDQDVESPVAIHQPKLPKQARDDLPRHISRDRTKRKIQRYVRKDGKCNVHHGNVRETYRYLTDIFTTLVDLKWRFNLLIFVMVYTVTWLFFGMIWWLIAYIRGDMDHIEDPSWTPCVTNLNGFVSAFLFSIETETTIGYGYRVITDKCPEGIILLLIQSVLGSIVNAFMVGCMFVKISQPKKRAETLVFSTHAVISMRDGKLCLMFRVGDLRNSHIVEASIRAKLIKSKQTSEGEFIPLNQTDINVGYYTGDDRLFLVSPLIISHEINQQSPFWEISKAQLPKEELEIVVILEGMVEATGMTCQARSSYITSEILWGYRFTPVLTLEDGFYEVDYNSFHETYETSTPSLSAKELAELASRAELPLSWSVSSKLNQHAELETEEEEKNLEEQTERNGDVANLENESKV
# Calls only; i = inactive.
Compound	GIRK2 act
Cn1cccc1C(CNS(=O)(=O)CCc1ccccc1)N1CCCC1 (configuration not stated)	i
O=C(c1ccco1)N(Cc1ccsc1)Cc1ccccn1	i
CCOc1ccc(OCCNC(=O)Cc2cccc3ccccc23)cc1	i
Cc1cc(NC(=O)C(=O)NCCC2=CCCCC2)ccc1N1CCCC1=O	i
Cc1cc(NC(=O)COc2ccccc2)n(-c2nc3c(cnn3-c3cccc(C)c3C)c(=O)[nH]2)n1	i
COc1ccc(-c2ccc(=O)n(CCCC(=O)Nc3ccc(OC(F)(F)F)cc3)n2)cc1	i
CSc1ncccc1C(=O)Nc1ccc(CC(=O)N2CCCC2)cc1	i
Cc1ccccc1NC(=O)N1CCN(c2nc3ccc(Cl)cc3s2)CC1	i

# The listing continues:
Compound	GIRK2 act
CC(C)(C)NC(=O)N1CCC(CNS(=O)(=O)C2CC2)CC1	i
Cc1cc(S(=O)(=O)Nc2ccc(N3CCCCC3=O)cc2)ccc1F	i
CC(O)(CNC(=O)c1ccccc1)c1ccc2c(c1)OCO2 (configuration not stated)	i
COc1cc(Cl)c(C)cc1NC(=O)Oc1ccccc1	i
O=C(NCC(O)c1ccc(C(F)(F)F)cc1)C(c1ccccc1)c1ccccc1 (configuration not stated)	i
COc1cccc(NC(=O)C(=O)NCC(c2cccc3ccccc23)N(C)C)c1 (configuration not stated)	i
N#C/C(C(=O)NCc1ccco1)=c1/s/c(=C/c2ccncc2)c(=O)n1-c1ccccc1	i
O=C1CN(C(=O)C2CCCO2)c2ccccc2N1 (configuration not stated)	i

# Carrying on:
Compound	GIRK2 act
O=C(Cc1cccs1)NCc1ccsc1	i
CCCNC(=O)Cn1nc2c(c1NC(=O)c1ccc(Cl)cc1Cl)CSC2	i
CCOc1ccc(C(C)C)cc1S(=O)(=O)NCCOc1ccc(-c2ccccc2)nn1	i
O=C(CSc1ccc(NC(=O)c2ccco2)nn1)NCC1CCCO1 (configuration not stated)	i
COc1ccccc1CNC(=O)Cc1csc(SCC(=O)c2cccs2)n1	i
O=C(NCCC1=CCCCC1)c1ccc(N2CCCCS2(=O)=O)cc1	i
CC(C)(C)NC(=O)N1CCC(CNC(=O)/C=C/c2ccccc2)CC1	i
Cn1nc(NC(=O)c2cccc3ccccc23)c2c1NC(=O)CC2c1cccs1 (configuration not stated)	i

# Molecules from the list above that contain a halogen (6):
Compound	GIRK2 act
COc1ccc(-c2ccc(=O)n(CCCC(=O)Nc3ccc(OC(F)(F)F)cc3)n2)cc1	i
Cc1ccccc1NC(=O)N1CCN(c2nc3ccc(Cl)cc3s2)CC1	i
Cc1cc(S(=O)(=O)Nc2ccc(N3CCCCC3=O)cc2)ccc1F	i
COc1cc(Cl)c(C)cc1NC(=O)Oc1ccccc1	i
O=C(NCC(O)c1ccc(C(F)(F)F)cc1)C(c1ccccc1)c1ccccc1 (configuration not stated)	i
CCCNC(=O)Cn1nc2c(c1NC(=O)c1ccc(Cl)cc1Cl)CSC2	i

# Later entries:
Compound	GIRK2 act
Cc1c(-c2n[nH]c(=S)n2C)sc2nc3n(c(=O)c12)CCC3	i
O=C(CCc1csc(NS(=O)(=O)c2ccc(F)cc2)n1)NCc1ccco1	i
O=C(COc1ccccc1)NCCn1ncc2c(N3CCCCCC3)ncnc21	i
O=C(NCc1nc(-c2ccccc2)no1)C(=O)Nc1ccc2c(c1)OCO2	i
COc1cc([N+](=O)[O-])ccc1NC(=O)c1ccno1	i
O=C(NCc1n[nH]c(=O)c2ccccc12)c1ccc(Br)o1	i
COc1ccc(S(=O)(=O)CCC(=O)Nc2ccc3sc(C)nc3c2)cc1	i
Cc1ccc(NS(=O)(=O)c2ccc3c(c2)OCCO3)cc1N1CCCC1=O	i

# Following part
Compound	GIRK2 act
COc1cc(NC(=O)c2cc3ccccc3o/c2=N/NS(=O)(=O)c2ccccc2)cc(OC)c1	i
O=C(Cc1ccc(NS(=O)(=O)c2ccc(Cl)s2)cc1)NCc1cccs1	i
CCc1nnsc1C(=O)Nc1c(C(=O)c2ccc(C)c(F)c2)oc2ccccc12	i
CSc1cccc(NC(=O)Cn2cc(-c3nc(-c4ccc(C)cc4)no3)c(=O)c3ccc(C)nc32)c1	i
O=C(c1cc2ccccc2o1)N1CCN(Cc2nnnn2-c2ccc(F)c(F)c2)CC1	i
COC(=O)c1sccc1S(=O)(=O)N(CC(=O)Nc1ccc(C)c(F)c1)c1ccccc1	i
O=S(=O)(NCC1CCN(Cc2ccccc2)CC1)c1ccc(Cl)cc1	i
CCN(C(=O)CSc1nc2c(sc(=S)n2-c2ccccc2)c(=O)n1C)c1cccc(C)c1	i

# 3 entries already listed, arranged by count of non-hydrogen atoms, low to high.
Compound	GIRK2 act
CCc1nnsc1C(=O)Nc1c(C(=O)c2ccc(C)c(F)c2)oc2ccccc12	i
COc1cc(NC(=O)c2cc3ccccc3o/c2=N/NS(=O)(=O)c2ccccc2)cc(OC)c1	i
CSc1cccc(NC(=O)Cn2cc(-c3nc(-c4ccc(C)cc4)no3)c(=O)c3ccc(C)nc32)c1	i

# Carrying on:
Compound	GIRK2 act
Cc1cc(NC(=O)C2CCCN2S(=O)(=O)c2ccc(Cl)cc2)n(C)n1 (configuration not stated)	i
CC1CN(C(=O)Cc2cccc3ccccc23)c2ccccc2NC1=O (configuration not stated)	i
Cc1nc2nc[nH]n2c(=O)c1CC(=O)O	i
CCOc1ccccc1-c1nc(COC(=O)c2nnn(-c3ccc(C)c(F)c3)c2C)c(C)o1	i
Cc1cc(CN2CCC(CNS(=O)(=O)c3ccccc3F)CC2)c(C)o1	i
O=S(=O)(Nc1ccc(F)c(Cl)c1)c1cccc(F)c1	i
O=C(NCC1CCN(C(=O)COc2ccccc2)CC1)Nc1cccc(C(F)(F)F)c1	i
O=C(NCC(c1ccco1)N1CCOCC1)c1cc2ccccc2o1 (configuration not stated)	i

# More records follow.
Compound	GIRK2 act
N#Cc1nc(-c2ccc(S(=O)(=O)N3CCCCCC3)cc2)oc1NCCCN1CCOCC1	i
Cc1ccccc1OCC(=O)N1CCC(CN2CCN(C)CC2C)CC1 (configuration not stated)	i
COc1ccc(NS(=O)(=O)c2ccc([N+](=O)[O-])cc2)cc1N1CCCC1=O	i
COc1ccc2c(=O)c(Oc3ccc(C(=O)NC4CC4)cc3)coc2c1	i
CCOc1ccc2nc(N(Cc3ccncc3)C(=O)/C=C/c3cccc([N+](=O)[O-])c3)sc2c1	i
CCOC(=O)N1CCC(NC(=O)c2cccc(N3C(=O)C(C)CS3(=O)=O)c2)CC1 (configuration not stated)	i
CC(C)CNC(=O)c1ccc2c(=O)n(Cc3ccccc3)c(SCC#N)nc2c1	i
Cc1cc(C(=O)Nc2sc3c(c2-c2nc4ccccc4s2)CCC(C)C3)on1 (configuration not stated)	i

# More entries:
Compound	GIRK2 act
COc1ccc2c(CC(=O)NCCCn3ccnc3)cc(=O)oc2c1	i
COCCNC(=O)Cc1ccc(NC(=O)c2c(-c3ccccc3Cl)noc2C)cc1	i
CCOc1ccc(-n2nnnc2CN2CCN(S(=O)(=O)c3ccc(C)cc3)CC2)cc1	i
Cc1ccccc1OCC(=O)NCC1CCN(C)CC1	i
O=C(NCC1CCCO1)c1cc(N2C(=O)CCS2(=O)=O)ccc1Cl (configuration not stated)	i
COc1ccc(CCNC(=O)c2cccc(Oc3ncccn3)c2)cc1OC	i
Cc1ccc(NC(=O)Nc2ccc(CC(=O)N3CCC(O)CC3)cc2)cc1C	i
O=C(c1ccno1)N1CCC2(CC1)OCCN2S(=O)(=O)c1cccs1	i

# (listing goes on)
Compound	GIRK2 act
CCCNS(=O)(=O)CCCOc1cccc2c1OC(C)(C)C2	i
NC(=O)Cc1ccc(NS(=O)(=O)c2ccc(F)cc2)cc1	i
CCOC(=O)c1scc(-c2ccc(C)cc2)c1S(=O)(=O)Nc1ccc2c(c1)OCCO2	i
O=[N+]([O-])c1cccc(C2Oc3ccccc3C3CC(c4ccccc4)NN32)c1 (configuration not stated)	i
Cc1nc2ccccc2n1CC1CCN(C(=O)Nc2ccccc2)CC1	i
Cc1cc(CN2CCC(CNC(=O)C(=O)Nc3ccccc3Cl)CC2)c(C)o1	i
O=c1c2sccc2nc(SCc2nc(-c3ccc4c(c3)OCO4)no2)n1-c1ccccc1	i
CCn1ccnc1N1CCN(C(=O)c2ccc(-c3ccccc3)cc2)CC1	i

# Next results follow:
Compound	GIRK2 act
COCCN1CCC(CNS(=O)(=O)c2ccccc2OC)CC1	i
COc1cccc(-c2nnc3ccc(OCCNC(=O)Cn4cnc5ccccc54)nn23)c1	i
Cc1cc(NC(=O)C(=O)NCC(O)(c2cccs2)C2CC2)no1 (configuration not stated)	i
COc1ccc(NC(=O)Cc2csc(Nc3cccc(Cl)c3)n2)cc1OC	i
Cc1nc2nc(C(=O)O)cc(C(C)(C)C)n2n1	i
COc1cccc(C(O)=C2C(=O)C(=O)N(CCCN(C)C)C2c2ccccn2)c1 (configuration not stated)	i
CCOCCn1c(-n2nc(C)cc2C)nc2c1c(=O)[nH]c(=O)n2C	i
Cc1ccc(C)c(N2CCN(C(=O)c3ccc(Cn4c(=O)[nH]c5ccccc5c4=O)cc3)CC2)c1	i

# Additional records.
Compound	GIRK2 act
O=C(NCCCCN1CCOC(c2ccccc2)C1)c1cc2ccccc2oc1=O (configuration not stated)	i
CCOC(=O)N1CCN(C(=O)CCc2sc(C)nc2-c2cccs2)CC1	i
COc1ccc(CCNC(=O)CN2CCC(c3nnc(-c4ccco4)o3)CC2)cc1OC	i
CSc1ccc(-c2cc(C(=O)O)c3[nH]c(C)nc3n2)cc1	i
Cn1nc(C2CCN(C(=O)c3ccc(OC(F)(F)F)cc3)CC2)n(-c2ccccc2)c1=O	i
N#Cc1ccccc1NC(=O)c1ccc(=O)n(Cc2cccc(C(F)(F)F)c2)c1	i
COC(=O)c1sccc1S(=O)(=O)N(CC(=O)Nc1ccccc1Cl)c1ccc(C)c(C)c1	i
Cc1ccnc(OCC(=O)Nc2ccc(Nc3cc(-n4cccn4)ncn3)cc2)n1	i

# (listing goes on)
Compound	GIRK2 act
CC(C)CNC(=O)C(=O)NN1CCN(C)CC1	i
COCCNC(=O)c1ccc2c(=O)n(CC(C)C)c(SCC(=O)c3ccc(F)cc3)nc2c1	i
Cc1cc(C(=O)Nc2cc(-c3cccs3)nn2CCO)c(C)o1	i
O=C(Nc1ccc(F)cc1F)c1cccc(Oc2ncccn2)c1	i
CN(C)S(=O)(=O)c1ccc(C(=O)N2CCN(Cc3nc(-c4cccs4)cs3)CC2)cc1	i
CC(C)c1ccc(C2N3CC4(C)CN2CC(C)(C3)C4O)cc1 (configuration not stated)	i
COc1ccc(NC(=O)C(=O)NCC(c2ccc(C)cc2)N2CCOCC2)cc1Cl (configuration not stated)	i
Cc1cc(Cl)cc2sc(NC(=O)c3ccno3)nc12	i

# (listing goes on)
Compound	GIRK2 act
COCCN1CCC(CNC(=O)Cc2ccc(OC)cc2)CC1	i
Cc1cc(C(=O)Nc2nc3c(C)ccc(C)c3s2)n(C(C)C)n1	i
Cc1ccc(NC(=O)C(=O)NCC(c2cccn2C)N(C)C)cc1C (configuration not stated)	i
Cc1cc(NC(=O)CCS(=O)(=O)c2ccc(Cl)cc2)n(C(C)C)n1	i
O=C(NCCN1CCC(c2cccs2)CC1)C(=O)Nc1cccc(N2CCCC2=O)c1	i
O=C(NCc1ccco1)c1csc(NS(=O)(=O)c2cccs2)n1	i
COc1ccc(F)cc1S(=O)(=O)NCC(O)(c1ccccc1)C(F)(F)F (configuration not stated)	i
Cc1ccc(-c2ccc(N3CCN(C(=O)c4ccc(S(N)(=O)=O)cc4)CC3)nn2)cc1	i

# Next part:
Compound	GIRK2 act
COc1ccc(Cl)cc1C(=O)NCC#CCN1CCc2ccccc2C1	i
O=C(NCCN1CCN(C(=O)NCCCc2ccccc2)CC1)c1ccc2c(c1)OCO2	i
CCOCC(=O)NCCCn1nc(-c2ccco2)ccc1=O	i
CCOC(=O)Nc1nc(CC(=O)N2CCN(c3cccc(C)c3)CC2)cs1	i
CCNC(=O)Cn1c(NCC)nc2c1c(=O)n(C)c(=O)n2C	i
COC(=O)c1ccc(NC(=O)C(=O)NCC2CCN(C(=O)c3cccnc3)CC2)cc1	i
Cn1c2c(ccc1=O)C(O)CC(C)(C)C2 (configuration not stated)	i
CS(=O)(=O)N1CCC2(CC1)NC(=O)N(Cc1ccc(Cl)cc1)C2=O	i

# More structures follow.
Compound	GIRK2 act
CN1CCN(C(CNC(=O)Cc2cccs2)c2ccsc2)CC1 (configuration not stated)	i
COc1ccc(C(=O)Nc2ccc(CC(=O)NC3CC3)cc2)c(OC)c1OC	i
O=c1[nH]nc(SCc2nc(-c3ccccc3)no2)n2nc(-c3cccs3)cc12	i
Cc1ccc(C)c(OCC(O)Cn2c(C3CC(=O)N(c4ccc(F)cc4)C3)nc3ccccc32)c1 (configuration not stated)	i
CC1(C)CS(=O)(=O)N(c2ccc(Cl)c(C(=O)Nc3ccccc3F)c2)C1=O	i
Cc1ccc(NC(=O)C(=O)NCC2CCN(c3ccccn3)CC2)cc1F	i
Cc1ccc(-c2noc(-c3cn(CC(=O)Nc4cc(C)cc(C)c4)c4nc(C)ccc4c3=O)n2)cc1	i
CCS(=O)(=O)N1CCN(c2ccc3nnc(C)n3n2)CC1	i

# Continuation.
Compound	GIRK2 act
COCCNC(=O)NCc1nn(C)c(=O)c2ccccc12	i
Cc1ccccc1Nc1nnc(CC(=O)NCc2ccccc2C(F)(F)F)s1	i
CCC(=O)Nc1ccc(S(=O)(=O)NCC2CCN(C)CC2)c(C)c1	i
O=C(Nc1nnc(Cc2ccc(Cl)s2)o1)c1sc2ccccc2c1Cl	i
COc1ccccc1NC(=O)N1CCC(CNC(=O)C2(c3cccs3)CCCC2)CC1	i
CC(C)(C)CC(=O)Nc1ccc(S(=O)(=O)N2CCN(c3cnccn3)CC2)cc1	i
CCCCOCC(O)CN1CC(C)CC(C)C1 (configuration not stated)	i
Cc1nc(Nc2ccc(NC(=O)c3cccc(Cl)c3)cc2)cc(-n2ccnc2)n1	i
O=C(CSc1nnc(CCn2ccc(=O)[nH]c2=O)o1)Nc1c(F)cccc1F	i
O=C(NCCc1cccs1)c1ccc(N2CCOCC2)nn1	i
COCCNc1oc(-c2ccccc2C)nc1S(=O)(=O)c1ccc(C)cc1	i

# Some of the compounds tested. The share of hits here may be higher or lower than overall.
